Screening results: PubChem, National Center for Advancing Translational Sciences (NCATS)
Pf Dd2 growth: Plasmodium falciparum Dd2 growth inhibition. 120,000 tested, 4.3% active. P. falciparum Dd2 growth, SYBR Green, 72 h. Potency, µM (doses to about 28.9 µM), for inactives: at the top dose activity, negative = inhibition, most hits filed as inhibitors. AID 1347417; active = well fitted inhibition curve with a large enough effect; inconclusive = small, poorly fitted or top-dose-only effect; inactive = no such curve, though single readings can be large or run the other way;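 note: plate controls were DMSO vehicle for no effect and reference drug for full effect; nearly all actives have a fitted effect of over 65% in size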
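Readout: SYBR Green fluorescence, 485 nm excitation, 535 nm emission, after ~16 h lysis at 37C. Before that, Dd2-infected red cells (2.5% hematocrit) grew 72 h with compound, 29 uM top final concentration.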
Starred values were filed as active, the others as inactive; i = inactive; ? = inconclusive; [ ] = remark or other dose. Potency is the fitted concentration of half-maximal effect.

No.	molecule	Pf Dd2 growth
1	COc1ccc(-c2ccc3c(c2)C(=O)N2CCN(C(=O)COCC(=O)O)C[C@@H]2C(=O)N3)c(OC)c1	16.2%
2	O=C(NCc1ccco1)N1CC(c2noc(C3CCCN3CC3CC3)n2)C1 (stereo not drawn)	i
3	CC(=O)Nc1ccc(S(=O)(=O)NC2(C(F)(F)F)NC(=O)N(c3ccccc3F)C2=O)cc1 (stereo not drawn)	29.0%
4	O=C1OCCN1C1CCN(Cc2ccccc2)CC1	1.9%[44.1 µM]
5	Cc1ccc2nc(CSc3nnc(NC(=O)CC(C)C)s3)cc(=O)n2c1	i
6	COCC1CN(C2CCC2)CC12CCN(C(=O)c1ccccn1)CC2 (stereo not drawn)	11.5%
7	O=C(c1cc2ccccc2[nH]1)N1CC2CC(C1)[C@@H]1CCCC(=O)N1C2 (stereo partly drawn)	-10.2%
8	CCC(CO)Nc1ncnc2c1cnn2-c1ccc(C)cc1 (stereo not drawn)	?
9	CCOCCc1nn2c(=O)cc(COC(=O)c3ccccc3NC(=O)c3ccccc3F)nc2s1	-11.4%
10	CCCN(CCC)C(=O)c1nn(C)c2c1CSc1ccccc1-2	-0.5%
11	CS(=O)(=O)N1CCC(C2CCN(Cc3ccc(C#N)cc3)C2)CC1 (stereo not drawn)	-20.8%
12	Cc1cccc(C)c1NC(=O)Nc1csc2c1CCCC2	-15.7%
13	COc1ccccc1C(=O)NCCn1ccn2nc(-c3cc(C)ccc3C)cc2c1=O	?
14	O=C(c1ccccn1)N1CCC12Cc1ccccc1NC2=O (stereo not drawn)	31.9%[44.1 µM]
15	COc1cc(OC)cc(-c2nc(-c3nnn4c3COC(c3ccc(C)cc3)C4)no2)c1 (stereo not drawn)	2.3%
16	COc1ccc(CCc2nc3nccc(-c4ccccn4)n3n2)cc1OC	i
17	Cc1cccc(C(=O)N2CCCC(c3nnnn3C)C2)c1 (stereo not drawn)	18.4%
18	CCn1cc(C(=O)OCC(=O)Nc2ccc(F)cc2F)c(=O)c2ccc(C)nc21	-5.2%
19	COc1ccc(NC(=O)Nc2nnc(C)s2)cc1	-0.1%
20	Cc1nc2cccnc2n1CC1CCCN(S(=O)(=O)c2ccc(CC(C)C)cc2)C1 (stereo not drawn)	6.31µM*
21	O=C1NCCOCCCN(C(=O)NCc2ccccc2)[C@H]2CCC[C@@H]12	-8.1%
22	CN(C)[C@@H]1CN(C(=O)c2cc(Cl)ccc2F)C[C@H]1CO	4.7%
23	CC(C)(C)c1ccc(C(=O)N2CC[C@H]3NC(=O)N(Cc4ccccc4)C(=O)[C@H]32)cc1	i
24	CCOC(=O)C(Cc1ccccc1)NC(=O)Cn1nnc(-c2ccc(C)cc2)n1 (stereo not drawn)	-0.4%
25	CN1C(=O)CO[C@H]2CN(C(=O)c3cnccn3)C[C@H]21	34.7%[44.1 µM]
26	Cc1ccc(-n2ncc3c(NC4CCCCCC4)ncnc32)cc1Cl	i
27	C[C@H](N)C(=O)N1CCC(n2nccc2NC(=O)Nc2ccccc2Cl)CC1	9.9%
28	O=C([C@@H]1C[C@H](F)CN1C(=O)Cc1ccccc1F)N1CCCCC1	-11.3%
29	COC(=O)CCNC(=O)C1c2ccccc2C(=O)N(C2CCCC2)C12CCCCC2 (stereo not drawn)	-20.3%
30	CCc1ccc(N2CC(c3noc(C4(c5ccccc5)CC4)n3)CC2=O)cc1 (stereo not drawn)	11.5%
31	CC(C)n1c(CNC(=O)C[C@H]2NC(=O)c3ccccc3NC2=O)nc2ccccc21	-7.9%
32	COc1ccc(CN2C(=O)N(c3cccc(C(F)(F)F)c3)C(=O)[C@@H]3[C@H]2CCN3C(=O)CCC(=O)O)cc1	19.4%
33	CN1c2ncccc2CN(Cc2ccccc2)CC[C@H]1CO	i
34	COc1ccc(NC(=O)c2c(NC(=O)COc3ccccc3)sc3c2CCCCC3)cc1	11.0%[0.594 µM]
35	COc1ccc(-c2noc(-c3ccccc3NC(=O)c3cc(OC)c(OC)c(OC)c3)n2)cc1	-3.2%
36	Cn1ncnc1CCNC(=O)[C@H]1CCC[C@H](O)C1	1.0%
37	Cn1nc(C2CCN(C(=O)CC3CCCC3)CC2)c2c1CCOC2	i[5.79 µM]
38	CC(=O)c1cccc(NC(=O)Cc2noc3ccccc23)c1	-17.5%
39	COC(=O)CNC(=O)N1CCC(N2CC3CC(C2)[C@H]2CCCC(=O)N2C3)CC1 (stereo partly drawn)	-2.0%
40	COc1cccc(CNC(=O)Cn2c(N3CCc4ccccc4C3)nc(C)cc2=O)c1	-20.0%
41	Cc1ccc(C(=O)N2CCC3(CC2)CC(OCC2CC2)CCO3)cn1 (stereo not drawn)	-1.2%
42	O=C(Cc1ccc(NC(=O)N2CCCCc3ccccc32)cc1)NCc1ccccc1Br	56.3%[activator]
43	O=C1CCN(C(=O)c2ccoc2)CCCC(c2nc(-c3cccnc3)no2)CCN1 (stereo not drawn)	-10.0%
44	Cc1ccc2nc(-c3ccc(NC(=O)COc4c(C)ccc(C)c4C)cc3)sc2c1	?
45	Cc1cccc(CNC[C@H]2Cn3c(-c4ccc(Cl)cc4)cnc3CO2)n1	?
46	CCn1ncc(C(=O)N2CCC(C3CCN(S(C)(=O)=O)CC3)C2)c1C (stereo not drawn)	-4.2%
47	Cc1ccc(-c2onc(C)c2C)cc1S(=O)(=O)NCc1cccs1	-17.1%
48	Cc1ncc2n1C(=O)N(C1CCN(C(=O)Nc3ccc(Cl)cc3)CC1)C2	?
49	C[C@@H](NC(=O)Cc1ccccc1)c1c(-c2ccc(F)cc2)noc1C(=O)O	i
50	COc1ccc(-c2ccc3nnc(CNC(=O)c4ccc[nH]4)n3n2)cc1	17.7%
51	OCCNc1cc(N2CCCC(CO)(Cc3ccccc3F)C2)ncn1 (stereo not drawn)	-23.4%
52	CC(C)CNC(=O)N1CCC2(CC1)CC(N(C)Cc1ccccc1)CCO2 (stereo not drawn)	16.4%
53	CCCNc1cc(N2CCC(CCC(=O)N(C)CCc3ccncc3)CC2)ncn1	-34.7%
54	CCSc1nn(CC(=O)Nc2ccc(C(=O)OC)cc2)c(N)c1S(=O)(=O)c1ccc(C)cc1	-14.6%
55	COCCN1CCCCCC(O)c2cc(C(=O)NCC3CCCCC3)ccc21 (stereo not drawn)	?
56	CCC(C)NC(=O)C(NC(=O)c1ccc(C)cc1)C1CCN(C(=O)c2ccccc2C)CC1 (stereo not drawn)	?
57	CCOC(=O)C1=C(c2ccccc2)Nc2ncnn2C1c1ccc(Cl)cc1 (stereo not drawn)	?
58	Cc1ccc(CNC(=O)CCC2CCCN(S(=O)(=O)c3ccc(F)cc3)C2)cc1 (stereo not drawn)	-20.6%
59	O=C(CC1CCCC1)N1CCC(OC2CCN(Cc3ccccc3)CC2)CC1	?
60	COc1ccc(C(=O)N2CCC(Oc3ncccc3C(=O)N(C)C)C2)c(OC)c1 (stereo not drawn)	0.9%

The list goes on.
No.	molecule	Pf Dd2 growth
61	CN1Cc2nc(-c3cc(F)cc(F)c3)ccc2OCC1=O	1.6%[44.1 µM]
62	CCC(c1cccs1)N1C(=O)[C@H]2CN(S(=O)(=O)c3ccccc3)C[C@H]2C1=O (stereo partly drawn)	i
63	CN(Cc1ccccc1)C(=O)C1CCN(S(=O)(=O)c2ccc3nc4c(c(C(=O)O)c3c2)CCCC4)CC1	-28.3%
64	O=C(NCCc1ccncc1)C1CN(C(=O)c2cccc(Cl)c2)CC12CCOCC2 (stereo not drawn)	3.7%
65	COCc1ccc2c(c1)c(OC(C)(C)C(=O)N1CCN(CCO)CC1)nn2Cc1cccnc1	-20.5%
66	CCN1c2cc(C(=O)Nc3ccc(Br)c(C)c3)ccc2C(=O)N2CCCC21 (stereo not drawn)	-13.9%
67	CCC(O)c1cc2n(n1)CCN(c1ncc(F)c(N3CCOCC3)n1)C2 (stereo not drawn)	-3.8%
68	COc1ccc(-c2noc(-c3nc(C(C)C)no3)n2)cc1OC	i
69	Cc1nn(C)c2c1c(C(F)(F)F)cc(=O)n2CC(=O)Nc1ccc(F)cc1F	-19.4%
70	O=C1CC2CCCC(C1)N2C(=O)c1ccc2ccccc2n1	18.5%[44.1 µM]
71	COC1CCOC2(CCN(C(=O)C3(c4ccccc4)CC3)CC2)C1 (stereo not drawn)	?
72	COc1ccc(-c2nc(C3CC(=O)N(c4ccc(C)cc4)C3)no2)c(OC)n1 (stereo not drawn)	73.6%[activator]
73	Cc1ccc(C2=Nc3ccccc3N(CC(=O)Nc3cccc(F)c3)C(=O)C2)cc1C	8.91µM*
74	Cn1nc2n(c1=O)CCC(NC(=O)c1c(F)cccc1Cl)CC2 (stereo not drawn)	8.9%
75	COCCCNC(=O)c1c(NC(=O)c2nc(S(C)(=O)=O)ncc2Cl)sc2c1CCCC2	i
76	Cc1ccc(-c2noc(-c3nc(C(C)C)no3)n2)cc1	-3.7%
77	COc1ccccc1CNc1nc(-c2ccco2)nn1S(=O)(=O)c1ccc(C)cc1	?
78	CN1CCCN(C(=O)Cc2ccccc2F)c2ccccc21	?
79	COc1ccc(CNC(=O)C[C@@H]2CCNC[C@@H]2Cc2cc(CSc3ccccc3)on2)cc1	?
80	O=C(NCc1ccccc1F)c1ccc2c(c1)CN(Cc1cccnc1)CCO2	-11.3%
81	CCCc1nnc(NC(=O)Cc2coc3ccc(C(C)C)cc23)s1	-10.7%
82	CCC(C)NC(=O)c1ccc2c(c1)N(Cc1ccccc1F)C(=O)c1ccccc1S2=O (stereo not drawn)	?
83	O=C1CCN(C(=O)[C@@H](Cc2ccccc2)NS(=O)(=O)c2cccs2)CCOCCN1	i
84	COc1ccc(C2C(C(=O)Nc3ccccc3)=C(C)Nc3nc(-c4ccccc4)nn32)cc1OC (stereo not drawn)	?
85	O=C1CC(c2ccc(Cl)cc2)N=C(NC(=O)c2ccccc2)N1 (stereo not drawn)	29.9%
86	Cc1ccccc1CNC[C@H]1O[C@H](Cc2cc(CN(C)Cc3ccccc3)on2)CC[C@@H]1O	?
87	CS(=O)(=O)N1CCC(Oc2ccc(C(=O)NCCc3ccccn3)cc2Cl)CC1	-25.9%
88	O=C1NCc2ccccc2CC12CCN(CCCc1ccccc1)CC2	?
89	CCc1ccc(C(=O)NC2CCN(c3cnn(CCOC)c(=O)c3)CC2)cc1	i
90	CC(C)(C)c1ccc(Oc2nc3ccccn3c(=O)c2/C=C(\C#N)c2nc3ccccc3s2)cc1	22.4%

Part of the list above in order of heavy-atom count, ascending.
No.	molecule	Pf Dd2 growth
61	CN1Cc2nc(-c3cc(F)cc(F)c3)ccc2OCC1=O	1.6%[44.1 µM]
68	COc1ccc(-c2noc(-c3nc(C(C)C)no3)n2)cc1OC	i
89	CCc1ccc(C(=O)NC2CCN(c3cnn(CCOC)c(=O)c3)CC2)cc1	i
83	O=C1CCN(C(=O)[C@@H](Cc2ccccc2)NS(=O)(=O)c2cccs2)CCOCCN1	i
75	COCCCNC(=O)c1c(NC(=O)c2nc(S(C)(=O)=O)ncc2Cl)sc2c1CCCC2	i
84	COc1ccc(C2C(C(=O)Nc3ccccc3)=C(C)Nc3nc(-c4ccccc4)nn32)cc1OC (stereo not drawn)	?

Other compounds follow.
No.	molecule	Pf Dd2 growth
91	COc1ccc(NC(=O)Cn2c(C)cc3nc4n(c(=O)c32)CCCCC4)cc1Cl	?
92	COC(=O)c1ccc(C(=O)OC)c(NC(=O)c2cnn3c(C(F)F)cc(-c4ccc(C)cc4)nc23)c1	15.5%
93	CNC(=O)[C@@H]1CN(C(=O)C2CC=CC2)C[C@H]1CO	23.2%
94	CC(=O)NC[C@H]1OC[C@@H](NCC(C)(C)C)[C@@H]1O	14.7%[44.1 µM]
95	CCC[C@H]1CN(C(=O)c2cccc(N3CCOCC3)c2)C[C@@H]1N	?
96	COc1ccccc1NC(=O)Cn1c(=O)n(-c2cccc(C(C)=O)c2)c(=O)c2c3c(sc21)CN(C(C)=O)CC3	-11.0%
97	CCc1ccc(NC(=O)Cn2ccn(-c3ccc(C)c(C)c3)c(=O)c2=O)cc1	5.3%
98	COc1cccc(C(=O)N2CCC(Oc3ccc(C(=O)N4CCOCC4)cn3)CC2)c1	35.0%
99	CCOC(=O)c1cccc(NC(=O)CSc2ncc3c(n2)-c2ccccc2N(C)S3(=O)=O)c1	57.7%[activator]
100	CCOc1ccccc1N(C)C(=O)c1cc(S(=O)(=O)NCc2ccc(C)cc2)ccc1F	7.4%
101	Cc1ccccc1-c1noc(CCCC(=O)N2CCn3nc(CO)cc3C2)n1	-14.1%
102	CCC(C(=O)NCc1ccccc1OC)n1nc(C)n2c(cc3occc32)c1=O (stereo not drawn)	-22.6%
103	CCc1nc(NC(=O)C[C@H]2NC(=O)c3ccccc3NC2=O)sc1C	?
104	O=C(c1ccccc1)N1CCN(C(=O)c2nnn3c2COC(c2ccc(Cl)cc2)C3)CC1 (stereo not drawn)	-8.5%
105	COc1ccc(-c2cc(C(F)(F)F)c(C#N)c(SCC(=O)Nc3ccc(F)cc3)n2)cc1	i
106	Cc1ccc(CNC(=O)Cn2nc3n(c2=O)CCCCC3)cc1	30.3%[activator]
107	CCC1CCC(C(=O)NC(C(=O)Nc2cccc(OC)c2)C(C)C)CC1 (stereo not drawn)	20.8%
108	Cn1nc(C2CCN(C(=O)Cn3nnnc3N)CC2)n(-c2ccccc2)c1=O	-4.8%
109	CCC(=O)N1CCc2oc(C)c(C(=O)N(C)C)c2C1	i
110	COc1ccc(C(=O)NC2CCN(c3cnn(CC4CC4)c(=O)c3)CC2)cc1	?
111	O=C(CSc1n[nH]c(-c2ccccc2)n1)N1CCCCC1	i
112	CCc1cc(NCc2nc(-c3ccncc3)n[nH]2)n2nc(C)c(C)c2n1	-16.6%
113	COc1ccc(-c2nc(C3CC3)nc3c2CCN(C(=O)c2ccc(C(F)(F)F)cc2)CC3)cc1	5.01µM*
114	CN(C)c1ccc(CN2CCC(N3CCCCCC3=O)CC2)cc1	?

The list is partial; the hit share may differ from the screen's.
